# BCLXL inh: blocks human Bcl-xL binding to Bim BH3 peptide | GST-Bcl-xL / FITC-Bim BH3 peptide fluorescence polarization | inhibition, % at 10.9 µM | AID 2129 | 0.7% of 320,000 active;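 active = inhibition above the mean of all tested compounds plus 3 SD, cutoff set per campaign, cut at about 30% in these data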;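 note: 0% = DMSO wells and 100% = unlabeled Bim-BH3 peptide competitor; inhibitors lower millipolarization by displacing the labeled peptide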
# GLD-1 RNA inh: GLD-1-TGE RNA interaction inhibition (C. elegans); 0.44% of 320,000 active; purified GLD-1 + fluorescein TGE RNA, fluorescence polarization; AID 2280; Q17339; inhibition, % at 5.96 µM;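 active = percent inhibition above a per-plate cutoff, the plate mean of test compounds plus 3 SD, cut at about 30% in these data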;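 note: 0% = DMSO wells with GLD-1 and probe and 100% = wells lacking GLD-1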
# MCL1 BIM primary: disrupts human MCL1 binding to BIM-BH3 peptide; 0.68% of 320,000 active; GST-MCL1 / FITC-Bim-BH3 fluorescence polarization; inhibition, % at 10.9 µM; Q07820;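 active = inhibition above the mean inhibition of all tested compounds plus 3 SD, set per campaign, cut at about 40% in these data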;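 note: 0% = DMSO wells and 100% = unlabeled Bim-BH3 peptide control; higher means more loss of mP so more displacement of Bim peptide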
# Target sequence (Q07820 whole entry, looked up): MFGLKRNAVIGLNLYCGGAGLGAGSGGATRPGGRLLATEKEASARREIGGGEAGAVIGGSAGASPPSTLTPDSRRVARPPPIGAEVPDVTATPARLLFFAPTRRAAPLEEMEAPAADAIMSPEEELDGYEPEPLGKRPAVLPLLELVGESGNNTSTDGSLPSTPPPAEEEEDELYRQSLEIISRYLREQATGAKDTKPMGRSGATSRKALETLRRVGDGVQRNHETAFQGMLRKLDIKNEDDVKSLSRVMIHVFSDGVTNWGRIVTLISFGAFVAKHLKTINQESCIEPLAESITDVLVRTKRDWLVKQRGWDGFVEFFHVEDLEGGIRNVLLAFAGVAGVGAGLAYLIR
# pPAFAH FP inh: inhibitors of human plasma PAF acetylhydrolase (pPAFAH); recombinant pPAFAH, FP-rhodamine probe fluorescence polarization; inhibition, % at 3.39 µM; 1.5% of 330,000 active; AID 463082;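 active = inhibition above the mean inhibition across the screen plus 3 SD, cut at about 25% in these data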;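 note: inhibitors block binding of the rhodamine activity-based probe so polarization drops; 0% = enzyme with DMSO and 100% = wells lacking pPAFAH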
# Target sequence (Q13093 whole entry, looked up): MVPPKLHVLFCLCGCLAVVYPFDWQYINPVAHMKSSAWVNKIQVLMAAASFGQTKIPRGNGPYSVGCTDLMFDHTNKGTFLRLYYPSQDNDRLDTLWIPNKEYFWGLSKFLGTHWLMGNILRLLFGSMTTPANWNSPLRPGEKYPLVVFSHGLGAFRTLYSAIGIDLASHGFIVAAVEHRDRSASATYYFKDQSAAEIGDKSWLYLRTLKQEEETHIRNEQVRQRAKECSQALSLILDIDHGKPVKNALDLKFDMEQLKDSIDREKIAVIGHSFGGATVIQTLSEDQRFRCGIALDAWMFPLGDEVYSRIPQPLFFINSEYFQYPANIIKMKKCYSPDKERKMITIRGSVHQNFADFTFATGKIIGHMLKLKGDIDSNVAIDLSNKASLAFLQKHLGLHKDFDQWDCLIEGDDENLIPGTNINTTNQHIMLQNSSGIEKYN
# Fam108B counter: Fam108B inhibition, counter-screen for RBBP9 inhibitors; inhibition, % at 9.51 µM; 0.33% of 300,000 active; recombinant Fam108B, FP-Rh probe fluorescence polarization; AID 1947;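 active = inhibition above the screen mean inhibition plus 3 SD, computed separately per campaign, cut at about 18% in these data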;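 note: inhibitors lower polarization as less probe binds the enzyme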
# PME-1 primary: PME-1 (human) inhibition. recombinant PME-1, FP-Rh probe fluorescence polarization. inhibition, % at 5.9 µM. 0.53% of 320,000 active;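 active = inhibition above the campaign mean of all compounds plus 3 SD, cut at about 26% in these data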;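 note: competitive labeling of PME-1 active site by serine hydrolase directed probe; 0% = PME-1 with DMSO and 100% = wells lacking PME-1 enzyme; inhibitors block probe labeling so polarization falls and inhibition rises; many of its hits are not listed in these tables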
# MEX-5 binding: C. elegans MEX-5 TCR-2 RNA binding activity | MEX-5/FITC-TCR2 RNA binding, fluorescence polarization; active compounds read low | AID 1832 | 0.38% of 300,000 active | activity score (negative = inhibition of binding), % at 10 µM | Q9XUB2;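 active = inhibition past about -25% in most replicates, and total fluorescence under double the plate's negative control median, limit read from the data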;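 note: 0% = DMSO and -100% = 5 µM competing unlabeled TCR2 RNA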
# AHR act: human AHR activation | activation, % at 5 µM | AHR-responsive luciferase reporter cells, luminescence | 2.5% of 320,000 active | P35869; in the data active = activation above about 47%;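 note: 0% = vehicle wells and 100% = reference agonist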
# PAFAH1B2 FP inh: PAFAH1B2 (human) inhibition. recombinant PAFAH1B2, FP-rhodamine activity probe, fluorescence polarization. inhibition, % at 3.39 µM. AID 492953. 1.2% of 340,000 active. P68402;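 active = inhibition above the mean of all tested compounds plus 3 SD, cut at about 24% in these data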;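 note: 0% = enzyme with DMSO and 100% = wells lacking PAFAH1B2; many of its hits are not listed in these tables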
# Target sequence (P68402 whole entry, looked up): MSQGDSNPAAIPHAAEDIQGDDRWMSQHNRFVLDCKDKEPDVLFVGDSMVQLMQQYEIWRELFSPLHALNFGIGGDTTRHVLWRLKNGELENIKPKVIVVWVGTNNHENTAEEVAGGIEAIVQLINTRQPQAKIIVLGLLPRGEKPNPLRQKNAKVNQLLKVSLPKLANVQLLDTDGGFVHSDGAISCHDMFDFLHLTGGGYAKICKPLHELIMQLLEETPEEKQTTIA
# Active calls of the source: *; nt = not tested or not shown. Some of the compounds tested; rates above refer to the full screens.
SMILES,BCLXL inh,GLD-1 RNA inh,MCL1 BIM primary,pPAFAH FP inh,Fam108B counter,PME-1 primary,MEX-5 binding,AHR act,PAFAH1B2 FP inh
O=C(CSc1nnc(COc2ccccc2)n1Cc1ccco1)Nc1ccc2c(c1)OCCO2,0,-2,1,11,1,2,1.2,7,2
Cc1cc[n+](CC2OCc3ccccc3CO2)cc1,1,2,-4,-1,-3,3,-1.0,-1,4
Cc1ccc(S(=O)(=O)CC(=O)Nc2ccc(S(=O)(=O)Nc3ccccn3)cc2)cc1,4,-3,2,1,3,1,-0.9,-1,1
CCC1CCCCN1C(=O)c1ccc([N+](=O)[O-])o1 (configuration not stated),0,3,-7,4,-2,2,2.6,0,9
CCCCOC(=O)c1ccc(N2C(=O)CC(N3CCN(C/C=C/c4ccccc4)CC3)C2=O)cc1 (configuration not stated),4,4,3,5,-7,-1,-2.5,1,-2
CCOc1cc(C(=O)NCc2ccc(F)cc2)ccc1OCC(=O)N1CCCCC1,-1,5,-4,10,nt,0,nt,2,5
Cc1ccccc1OCCn1cc(/C(N)=N/O)c2ccccc21,1,-3,-3,4,1,2,0.7,4,9
Cc1ccc(-n2c(-c3ccncc3)n[nH]c2=S)c(C)c1,-7,5,-10,3,-2,3,1.0,0,2
O=c1[nH]cnc2scc(-c3ccccc3)c12,2,5,-2,1,3,-2,-1.3,0,7
Cc1cc(C)cc(N(C(C)C(=O)NCc2ccc3c(c2)OCO3)S(C)(=O)=O)c1 (configuration not stated),4,-3,-2,1,-3,7,-0.8,-1,8
Cc1ccc(SCCC(=O)NCc2ccncc2)cc1,1,0,8,1,1,-4,-0.9,-1,11
COc1nc(NCc2cccnc2)nc(OC)n1,3,3,2,0,-1,3,-1.6,7,0
N#Cc1c(N)sc(=S)c2c1CCN(Cc1ccccc1)C2,144*,28,174*,40*,27*,32*,nt,2,nt
CCCn1c(SCC(=O)N2CCCCC2)nnc1C(C)C,2,0,7,2,-5,2,-1.0,4,3
Cc1cccc(C)c1NC(=O)C1(NC(=O)Cn2cccc([N+](=O)[O-])c2=O)CCCCC1,4,1,10,8,-2,3,-0.8,4,-3
CCOc1ccc(S(=O)(=O)N/N=C(\C)c2ccc(OC)cc2OC)cc1,3,10,-3,6,-11,-5,0.7,-1,2
N#Cc1cc2nc(O)c(O)nc2cc1[N+](=O)[O-],8,3,12,6,-1,-3,nt,-1,-1
COc1cc(OC)c(S(=O)(=O)NCc2ccco2)cc1S(=O)(=O)NCc1ccco1,4,2,2,5,3,3,2.7,1,-1
COc1ccc(-c2cc(-c3cccs3)c(C#N)c(SCC(=O)NCc3ccccc3)n2)cc1,5,-2,-1,0,-7,2,-0.7,-1,2
O=C1c2ccccc2NC(c2ccccc2)N1/N=C/c1ccccc1 (configuration not stated),-2,-7,-4,-1,-1,1,1.7,25,4
CC(C)C(=O)N1CCN(c2ccccc2NC(=O)c2cccc(Cl)c2)CC1,-4,-6,-11,1,0,1,0.6,14,7
COc1ccc(C(=O)NC(C)CCc2ccccc2)cc1[N+](=O)[O-] (configuration not stated),0,-2,8,1,-1,-2,0.5,-1,1
O=C(NCc1cccnc1)c1ccccc1NC(=O)c1c(F)cccc1F,4,10,4,-3,0,-5,1.5,4,4
CN(C(=O)c1ccccc1OCc1ccc(Cl)cc1)c1ccccc1,4,0,7,4,-3,14,2.2,9,24
COC(=O)CSc1[nH]c2ccc(F)cc2c1[N+](=O)[O-],3,-1,4,-5,0,-2,-0.7,3,8
COc1ccc(OC)c(N(CC(=O)NC2CC3CCC2C3)S(=O)(=O)c2ccccc2)c1 (configuration not stated),0,6,-1,4,1,-8,-0.4,1,-6
O=S(=O)(c1cccs1)N1CCc2ccccc2C1,8,0,7,-1,0,1,1.1,0,3
CCn1c(SCc2ccc(C(=O)OC)o2)nc2sc3c(c2c1=O)CCCC3,2,-8,1,5,0,-3,2.8,4,-3
COc1ccc(Cc2nnc(NC(=O)Nc3ccccc3OC)s2)cc1,-2,5,2,1,-8,-5,2.7,24,3
CNc1c(NS(=O)(=O)c2ccc(OC)cc2)c(=O)oc2ccccc12,6,6,0,1,3,0,-0.1,-2,-5
Cc1cccc(N(C(=O)CCC(=O)Nc2nccs2)C(C(=O)NC(C)(C)C)c2ccc(O)cc2)c1 (configuration not stated),8,0,2,4,0,-2,2.4,0,6
OC(COCc1ccccc1)CN1CCc2ccccc2C1 (configuration not stated),7,2,6,2,1,-1,-1.3,1,-2
CC1Cn2c(nc3sc4c(c3c2=O)CCC4)N1CCO (configuration not stated),12,8,16,5,1,2,-1.4,16,1
O=C(CN1C(=O)CSc2ccc(C(F)(F)F)cc21)Nc1ccccc1,0,2,4,2,0,4,-1.9,7,10
COc1ccccc1OCC(=O)NCCCN1CCOCC1,4,-4,7,0,3,-2,1.1,2,-4
O=S(=O)(c1ccc(F)cc1)n1ccc(-c2cccc(OCc3ccc(Cl)cc3Cl)c2)n1,6,2,1,5,-5,3,0.4,0,-4
O=C(N/C(=C\c1cccnc1)C(=O)N1CCOCC1)c1ccco1,-5,-2,6,3,0,7,-7.3,0,0
O=C(O)/C(=C\C(=O)c1ccccc1)Nc1ccccc1,3,-3,-1,3,1,-5,1.6,4,nt
CCN=C1S/C(=C\c2cc(Br)ccc2OCC(=O)OCC)C(=O)N1CC,3,-2,8,4,-1,4,3.5,1,1
CCOc1ncccc1C(=O)OCC(=O)Nc1ccc(Cl)cn1,nt,-3,nt,24,nt,nt,nt,0,3

# Reprinted at random: two compounds from above, in no set order.
SMILES,BCLXL inh,GLD-1 RNA inh,MCL1 BIM primary,pPAFAH FP inh,Fam108B counter,PME-1 primary,MEX-5 binding,AHR act,PAFAH1B2 FP inh
O=C1c2ccccc2NC(c2ccccc2)N1/N=C/c1ccccc1 (configuration not stated),-2,-7,-4,-1,-1,1,1.7,25,4
CCOc1cc(C(=O)NCc2ccc(F)cc2)ccc1OCC(=O)N1CCCCC1,-1,5,-4,10,nt,0,nt,2,5

# Next part:
SMILES,BCLXL inh,GLD-1 RNA inh,MCL1 BIM primary,pPAFAH FP inh,Fam108B counter,PME-1 primary,MEX-5 binding,AHR act,PAFAH1B2 FP inh
Cc1cccc(NC(=O)CN2C(=O)S/C(=C\C(=O)Nc3ccc(Cl)cc3)C2=O)c1,1,2,4,2,-12,-4,-0.7,-1,-4
COc1ccc(C(CC(=O)O)NC(=O)Cc2ccccc2)cc1 (configuration not stated),5,13,5,3,-2,-3,2.1,-1,16
Cc1cc(C)c(-c2cc(NC(=O)COC(=O)c3ccc(C#N)cc3)n(-c3ccccc3)n2)cc1C,4,0,-13,2,-24,-26,1.1,129*,-9
CC(C)(C)C(=O)Cn1ncc(N2CCOCC2)c(Cl)c1=O,2,1,4,-5,1,-8,0.2,4,-6
C=C(C)Cn1c(NCCC)nc2c1c(=O)n(C)c(=O)n2C,-2,9,0,-7,-4,-3,-0.9,0,4
O=C(CCn1ccnc1)Nc1ccc2ccccc2c1,3,3,3,-1,-4,1,2.7,20,4
O=C(NCCCCO)c1ccc2c3c(cccc13)CC2,4,1,5,1,-1,1,-1.8,6,2
C=CCNC(=S)NNc1nc(N2CCCC2)nc(N2CCCC2)n1,-21,0,-24,4,1,-3,-2.2,0,2
CC(=O)Nc1sc(N/N=C\c2ccco2)nc1-c1cccs1,-4,-8,-22,17,1,9,-0.1,29,-1
O=[N+]([O-])c1ccc(/C=N/NS(=O)(=O)c2ccc(Cl)cc2)o1,8,5,5,2,8,-3,nt,1,-1
Cc1ccc(NC(=O)CCC(=O)OCC(=O)c2ccc(Oc3ccc([N+](=O)[O-])cc3)cc2)cc1,-1,-1,-2,3,-1,-1,-0.5,14,9
CN(C)CCn1c2c(c(SCC(=O)Nc3nccs3)nc1=O)CCCC2,8,3,0,1,3,-6,-0.6,-3,-4
Cc1ccc(COc2ccc(/C=N/O)cc2)cc1,5,5,0,1,-2,-5,1.6,1,33*
O=C(Cc1ccc([N+](=O)[O-])cc1)Nc1cccc(C(F)(F)F)c1,-4,5,-9,-5,-3,1,0.3,11,5
CN1C(=O)N(CC(=O)NCc2ccc(Cl)cc2Cl)C(=O)C12CCCCC2,-6,8,-12,2,nt,6,nt,-1,15
CC(=O)Nc1ccc(S(=O)(=O)N2CCC(C(=O)NCc3cccnc3)CC2)cc1,7,4,4,6,-2,-3,-3.6,-1,-1
CCOC(=O)C1CCN(S(=O)(=O)c2ccc3c(c2)CC(=O)N3)CC1,-4,0,2,1,3,-3,2.0,3,5
COc1ccccc1NC(=O)CSC1CC(=O)N(c2ccc3c(c2)OCO3)C1=O (configuration not stated),8,3,9,-8,-4,-3,-1.6,9,11
FC(F)(F)c1ccnc(Oc2ccc(C3=NCCS3)cc2)c1,6,-2,2,2,-2,-2,-2.1,-5,5
CCC(CC)C(=O)NCCc1ccc(F)cc1,2,2,3,4,0,6,1.3,4,6
COc1ccc2c(c1)CCCC21NC(=O)N(CC(=O)N2CC(C)OC(C)C2)C1=O (configuration not stated),nt,6,nt,-2,nt,nt,nt,1,-1
Cc1ccc(S(=O)(=O)c2ccc(Cl)cc2)cc1S(=O)(=O)N1CCN(C)CC1,3,2,4,6,5,8,-0.5,-2,26*

# Of the compounds above, 9 have a Cl atom.
SMILES,BCLXL inh,GLD-1 RNA inh,MCL1 BIM primary,pPAFAH FP inh,Fam108B counter,PME-1 primary,MEX-5 binding,AHR act,PAFAH1B2 FP inh
CC(C)C(=O)N1CCN(c2ccccc2NC(=O)c2cccc(Cl)c2)CC1,-4,-6,-11,1,0,1,0.6,14,7
CN(C(=O)c1ccccc1OCc1ccc(Cl)cc1)c1ccccc1,4,0,7,4,-3,14,2.2,9,24
O=S(=O)(c1ccc(F)cc1)n1ccc(-c2cccc(OCc3ccc(Cl)cc3Cl)c2)n1,6,2,1,5,-5,3,0.4,0,-4
CCOc1ncccc1C(=O)OCC(=O)Nc1ccc(Cl)cn1,nt,-3,nt,24,nt,nt,nt,0,3
Cc1cccc(NC(=O)CN2C(=O)S/C(=C\C(=O)Nc3ccc(Cl)cc3)C2=O)c1,1,2,4,2,-12,-4,-0.7,-1,-4
CC(C)(C)C(=O)Cn1ncc(N2CCOCC2)c(Cl)c1=O,2,1,4,-5,1,-8,0.2,4,-6
O=[N+]([O-])c1ccc(/C=N/NS(=O)(=O)c2ccc(Cl)cc2)o1,8,5,5,2,8,-3,nt,1,-1
CN1C(=O)N(CC(=O)NCc2ccc(Cl)cc2Cl)C(=O)C12CCCCC2,-6,8,-12,2,nt,6,nt,-1,15
Cc1ccc(S(=O)(=O)c2ccc(Cl)cc2)cc1S(=O)(=O)N1CCN(C)CC1,3,2,4,6,5,8,-0.5,-2,26*
